SKN-1 block – suppressors of acrylamide-induced Pgst-4::GFP reporter in worms, primary screen, SKN-1 inhibitor project, whole organism, uHTS, GFP/RFP fluorescence ratio, strain VP596 | C. elegans VP596 Pgst-4::GFP/RFP ratio, 24 h | inhibition, % at 21.8 µM | 360,000 tested, 0.49% active;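 active means interference check ratio from 0.5 to 1.5 plus GFP to RFP signal ratio inhibition reaching or exceeding a fixed threshold, cut at about 30% in these data, passing the limit was not always enough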; further: some compounds called inactive have numbers as strong as hits
Rin1-Abl PPI inh – inhibitors of Rin1-Abl protein binding, primary screen, biochemical, TR-FRET | Tyrosine-protein kinase ABL1 (Homo sapiens) + Ras and Rab interactor 1 (Homo sapiens), … | inhibition, % at 7.35 µM | AID 588664, 2011 | 360,000 tested, 0.4% active; in the data active means inhibition above about 5%, passing the limit was not always enough
Neddylation inh – inhibitors of cullin neddylation, primary screen, biochemical, TR-FRET, uHTS, NAE and Ubc12; calls only at 25 µM; 360,000 tested, 0.58% active; NEDD8-conjugating enzyme Ubc12 (Homo sapiens) + NEDD8-activating enzyme E1 regulatory …; in the data active means inhibition above about 36%
FAS-TE inh – FAS thioesterase domain inhibitors, primary screen, biochemical, fluorescence intensity, uHTS. recombinant FAS-TE, OMFH fluorogenic substrate, fluorescence endpoint. inhibition, % at 15 µM. 360,000 tested, 0.67% active;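 active means compounds whose normalised, plate-corrected inhibition of enzyme fluorescence in the single-dose primary screen is 50% or more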;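 further: 0% = DMSO with enzyme and 100% = substrate without enzyme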
eLon inh – inhibitors of E. coli Lon protease, primary screen, biochemical, fluorescence polarization. P0A9M0. purified E. coli Lon protease. inhibition, % at 7.94 µM. 360,000 tested, 0.42% active. AID 602123, 2011; in the data active means inhibition above about 13%, passing the limit was not always enough;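 further: 0% = enzyme with probe and DMSO and 100% = no enzyme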
Target sequence (P0A9M0 whole entry, looked up): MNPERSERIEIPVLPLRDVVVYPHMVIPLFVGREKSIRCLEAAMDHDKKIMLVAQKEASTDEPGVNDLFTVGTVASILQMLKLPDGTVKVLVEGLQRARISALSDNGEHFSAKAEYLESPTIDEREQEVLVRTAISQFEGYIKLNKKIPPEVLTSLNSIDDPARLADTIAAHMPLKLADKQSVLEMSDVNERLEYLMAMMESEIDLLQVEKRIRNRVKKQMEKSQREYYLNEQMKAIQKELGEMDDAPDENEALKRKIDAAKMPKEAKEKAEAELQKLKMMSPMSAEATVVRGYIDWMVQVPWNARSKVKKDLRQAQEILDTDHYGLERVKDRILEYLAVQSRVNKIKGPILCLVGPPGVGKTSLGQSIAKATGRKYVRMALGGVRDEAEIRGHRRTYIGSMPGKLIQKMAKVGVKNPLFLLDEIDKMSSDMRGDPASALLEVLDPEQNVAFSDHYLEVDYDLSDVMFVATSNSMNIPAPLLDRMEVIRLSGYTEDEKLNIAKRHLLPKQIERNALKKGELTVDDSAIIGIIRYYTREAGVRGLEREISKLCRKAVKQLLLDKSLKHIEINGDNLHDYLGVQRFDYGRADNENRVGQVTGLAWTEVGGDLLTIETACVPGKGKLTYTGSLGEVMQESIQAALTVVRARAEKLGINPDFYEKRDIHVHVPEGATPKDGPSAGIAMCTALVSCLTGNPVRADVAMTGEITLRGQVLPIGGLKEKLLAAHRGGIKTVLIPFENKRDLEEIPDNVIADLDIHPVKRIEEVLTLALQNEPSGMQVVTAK
MLLE-PAM2 inh – inhibitors of PABP1 MLLE–PAM2 peptide binding, primary screen, biochemical, fluorescence polarization, FITC-PAM2, GST-MLLE; Polyadenylate-binding protein 1 (Homo sapiens), P11940; inhibition, % at 20 µM; 360,000 tested, 0.36% active; in the data active means inhibition above about 35%, passing the limit was not always enough;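 further: plate controls were DMSO wells with GST-MLLE for no effect and wells lacking GST-MLLE protein for full effect; some results filed as inactive read as strong as hits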
NRP1-CendR mod – modulators of CendR peptide binding to NRP-1, primary screen, biochemical, fluorescence polarization, uHTS. inhibition, % at 25 µM. AID 602438, 2012. Neuropilin-1 (Homo sapiens), O14786. 360,000 tested, 0.85% active. FAM-RPARPAR peptide binding to NRP-1;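 active means inhibition or corrected inhibition above about 18%, plus a signal ratio from 0.5 to 1.5, limit read from the data, passing the limit was not always enough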; further: strong numbers were not always called active
MT1-MMP act inh – blockers of MT1-MMP proenzyme processing, primary screen, HT1080 RFP-PRO-GFP cells, GFP/RFP fluorescence. 360,000 tested, 0.061% active. GFP/RFP ratio change, % at 20 µM. Matrix metalloproteinase-14 (Homo sapiens), P50281. GFP/RFP ratio fluorescence, overnight; percent of plate control window, DMSO zero;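 active means GFP/RFP ratio change of at least 30% with cell ATP level not reduced by more than half and red fluorescence within 50% of control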; further: strong numbers were not always called active
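Test system: HT1080 RFP-PRO-GFP cells; Benchmarks: DMSO and RFP-L50D-GFP cell wells; Timing: cells overnight before dosing, compound overnight, 37 °C, 5% CO2; Compound: one 20 µM compound dose with 1% DMSO; Read-out: GFP/RFP fluorescence ratio.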
bovine MsrA act – bovine MsrA enzyme activators, primary screen, biochemical, absorbance, HTS | Methionine sulfoxide reductase A (Bos taurus) | 360,000 tested, 0.3% active | activation, % at 10.6 µM | purified bovine MsrA, absorbance read-out; in the data active means activation above about 7.5%;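 further: 0% = vehicle and 100% = reference activator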
* = called active by the depositor; i = inactive; · = no result given; + = active, no number. No enrichment for hits; overall some 4% were active at least once.

Each structure is followed by: SKN-1 block	Rin1-Abl PPI inh	Neddylation inh	FAS-TE inh	eLon inh	MLLE-PAM2 inh	NRP1-CendR mod	MT1-MMP act inh	bovine MsrA act
CCNc1nc2c(c(=O)[nH]c(=O)n2C)n1CCCc1ccccc1
→ 7.6	-1.2	i	0.0	2.9	11.5	9.2	0.3	-0.7
CN1C(=O)c2ccc(NC(=O)C3CC3)cc2C1=O
→ -1.1	-3.9	·	-6.0	0.1	11.6	0.8	-1.0	-2.1
CCc1cc(=O)oc2cc(OCc3nn[nH]n3)ccc12
→ -26.2	0.3	+	-5.4	-4.8	-10.8	0.7	0.7	-4.6
COC(=O)c1nnn(CC(=O)NC(=O)Nc2ccccc2)c1C(=O)OC
→ -12.5	-1.4	i	-10.8	-6.2	-4.7	-3.0	2.3	-3.6
O=c1[nH]c(C2CCN(S(=O)(=O)c3ccc4c(c3)OCCO4)CC2)nc2c1nnn2Cc1cccc(F)c1
→ -20.2	-0.4	i	-32.0	9.4	-5.5	-3.4	2.2	-5.6
CCN(CCCNC(=O)CN(C)S(=O)(=O)c1ccc2c(c1)CCC(=O)N2)c1cccc(C)c1
→ 13.3	-2.9	i	1.2	0.4	-10.0	-9.5	1.6	-1.3
Cc1nn(-c2ccccc2)c(Cl)c1/C=N/NC(=O)c1ccc(CNc2ccccc2)o1
→ -0.1	-1.5	i	-5.3	9.5	-3.4	-8.8	1.5	-2.8
O=C(Nc1cccc(-c2nc3ncccc3o2)c1)c1ccccc1
→ 8.9	0.2	i	0.0	5.0	-5.8	-1.0	1.5	-0.6
CC(/C=N/n1c(-c2ccccc2)n[nH]c1=S)=C\c1ccco1
→ 6.3	-4.0	i	-2.8	-10.4	0.6	-35.7	1.5	-10.8
Cc1cc(C(=O)N2CCc3ccccc3C2)on1
→ 7.0	-1.2	i	-5.8	-5.7	-1.4	-2.0	0.8	-2.8
COc1ccc(N2CCN(C(=O)COC(=O)c3ccccc3OCc3ccc(F)cc3)CC2)cc1
→ 18.4	1.6	i	22.0	-5.5	-5.6	-13.7	0.4	1.2
O=C(CCNS(=O)(=O)c1cccc2nsnc12)NC1CCN(Cc2ccccc2)CC1
→ 3.9	-0.8	i	-5.9	3.3	0.0	2.4	0.0	-2.3
CCC1C(=NO)C(CC)C(c2ccccc2)NC1c1ccccc1 (configuration not stated)
→ 4.7	-1.5	i	-15.6	4.3	10.7	-2.7	-36.8	-2.8
COCCCNC(=S)N(CCO)Cc1cc2cc3c(cc2[nH]c1=O)OCCO3
→ 2.4	-2.0	i	-4.9	-6.0	40.5*	-2.6	-4.6	-0.6
Cc1noc(C(=O)Nc2c(C)n(C)n(-c3ccccc3)c2=O)c1Cl
→ 8.6	-3.4	i	-5.0	-3.0	6.1	-0.3	4.2	-0.9
COc1cc(NC(=O)c2cccs2)ccc1NC(=O)c1cc2ccccc2o1
→ 6.0	-0.2	·	-3.0	4.1	-0.5	19.9	-2.6	-3.1
Nc1ccccc1S(=O)(=O)c1ccccc1N
→ 2.6	-0.3	i	-3.4	0.8	4.0	-8.1	2.9	-2.2
N#CC1=C2N=C(N)c3ccccc3N2C2=C(C(=O)CCC2)C1c1ccc(Cl)cc1 (configuration not stated)
→ 4.6	-1.1	i	11.1	2.9	1.6	-12.3	-1.6	-8.2
CCOC(=O)c1c(NC(=S)NCC2CCCO2)sc(C)c1C (configuration not stated)
→ 9.2	-1.1	i	3.6	-10.2	5.3	-1.0	7.8	-0.5
CC(=O)Nc1ccc2c(c1)C(=O)N(c1cccc(C)c1)C2=O
→ -0.6	-1.1	i	-4.6	5.5	-12.1	2.5	2.5	-3.9
COc1ccc(CNC(=O)c2cc(COc3c(F)cccc3F)on2)cc1OC
→ -6.4	4.0	i	5.2	-3.2	-4.4	6.7	3.3	-8.8
O=C(CCn1cnnn1)Nc1ccccc1
→ 1.0	-1.4	i	-2.4	-12.8	3.2	-2.1	-8.2	-6.4
Cc1cc(Br)ccc1NC(=O)CCSc1ccccc1
→ -1.2	-4.6	i	3.7	2.8	21.6	4.7	1.0	-1.3
Nc1ccccc1SC1CC(=O)N(c2ccc3c(c2)OCCO3)C1=O (configuration not stated)
→ -4.7	2.7	i	-3.4	-0.2	-0.1	14.1	0.0	-2.2
CCCCN1CC(COCc2ccccc2)Oc2cccc(Oc3ccc(C)cc3)c2S1(=O)=O (configuration not stated)
→ -4.1	0.1	i	20.2	-8.1	-8.3	-3.2	-0.8	-4.7
CC1Sc2ccc(S(=O)(=O)CCC(=O)NC3CCCCCC3)cc2NC1=O (configuration not stated)
→ -1.2	2.6	i	2.5	-15.5	3.9	5.7	1.5	-0.9
COc1cccc(-n2c(=O)c3ccccc3n3c(=S)[nH]nc23)c1
→ -4.7	0.5	i	-4.4	-2.0	-45.7	-2.7	0.7	2.7
COc1cc(C(=O)NC2CC(C)(C)Cc3c2cnn3-c2ccccc2)cc(OC)c1OC (configuration not stated)
→ 11.8	1.6	i	-3.5	-1.5	22.6	21.1	0.0	-0.8
Cc1cccc(S(=O)(=O)NC(=O)C2(C)CCN2C(=O)Cc2ccc(Cl)cc2Cl)c1 (configuration not stated)
→ 0.2	-3.4	i	-8.1	-14.8	-3.2	-9.5	0.0	0.2
COc1ccccc1-c1nc(-c2ccc(Br)o2)no1
→ 0.4	1.7	i	14.6	3.3	2.4	-14.3	-5.1	-0.8
Cc1ccc(C(=O)N2CCN(c3ccc([N+](=O)[O-])c(NCc4cccnc4)c3)CC2)cc1
→ 1.2	-3.8	i	-3.0	11.0	10.5	6.3	3.3	-2.3
O=C(CCc1nnc(CCCCc2ccccc2)o1)NC(c1cccnc1)C(F)(F)F (configuration not stated)
→ -5.9	0.9	i	-4.8	0.3	1.9	-2.7	-2.7	-3.8
CCN1CCN(S(=O)(=O)c2ccc(Cl)c(C(=O)N(C)Cc3ccc(Cl)cc3Cl)c2)CC1
→ -22.2	-0.9	i	9.6	4.8	-4.6	6.0	1.5	-6.5
COc1cc(Br)c(CCNC(=O)c2ccco2)cc1OC
→ -2.9	2.7	i	-8.4	5.6	0.5	7.7	0.8	0.1
O=C1OC(c2ccccc2)Sc2ccccc21 (configuration not stated)
→ -8.8	1.1	i	11.7	-1.5	35.3	-6.9	-2.5	-1.8
CSc1cccc(CN2CCCC(CNC(=O)c3ccc(F)cc3)C2)c1 (configuration not stated)
→ -2.2	2.3	i	-0.3	-15.1	8.5	4.4	-4.7	-2.2
O=C(c1nn(-c2ccccc2)c(=O)c2ccccc12)N1CCN(c2ncccn2)CC1
→ -8.4	1.9	i	-3.4	-10.3	7.5	5.5	-2.1	-4.8
CCCCCn1c(SCC(=O)OCC)nc2cc(C(=O)N3CCC(C(N)=O)CC3)ccc2c1=O
→ 2.9	-1.0	i	-6.2	4.0	17.2	1.0	5.1	-0.8
Cc1cc(OC(C)C(=O)NC(Cc2c[nH]c3ccc(O)cc23)C(=O)O)c2c(C)cc(=O)oc2c1 (configuration not stated)
→ 0.9	3.4	i	-0.1	-5.1	6.9	-4.9	4.8	-4.2
COc1ccccc1-c1nnc(SCC(=O)Nc2oc(C)c3c(C)n[nH]c(=O)c23)n1C
→ 33.3	-0.8	i	-4.6	6.3	17.0	-1.6	4.4	-0.2
N#Cc1cc(NC(=O)c2ccc(Cl)cc2)ccc1Sc1ccccc1
→ -8.2	-3.0	i	27.6	2.7	-3.5	-10.5	-2.7	-1.6
O=C(O)CN1c2cccc3cccc(c23)S1(=O)=O
→ 3.9	2.6	·	4.2	-4.9	9.7	5.1	-1.6	-7.2
COc1cccc(OCc2nnc(SCC(=O)NCc3ccco3)n2C)c1
→ -27.5	-0.7	i	-6.1	1.9	-16.6	-2.7	0.3	-0.9
O=C(O)COc1ccc(/C=C/C(=O)c2ccc3ccccc3c2)cc1
→ 4.7	-0.7	i	-5.1	4.6	7.1	-76.2	-1.6	-2.8
CCOC(=O)c1ccc(NC(=O)C(=O)NCC2CCCO2)cc1 (configuration not stated)
→ 5.0	1.8	i	-6.4	-5.3	4.1	-3.2	0.5	-10.4
Cc1nc(-c2nnc(SCC(=O)Nc3cc(C(F)(F)F)cc(C(F)(F)F)c3)n2C)cs1
→ 11.8	2.7	i	-2.1	-9.7	-15.1	-7.5	0.1	-2.6
Cc1c(/C=C/C(=O)c2cccs2)cnn1C
→ 5.0	-3.5	i	-7.5	-3.9	2.2	-7.2	-1.7	-4.7
CCN(CC)CCN(C(=O)c1c(F)cccc1F)c1nc2cc(C)cc(C)c2s1
→ 7.7	1.4	i	22.1	8.6	1.9	14.6	3.1	-1.2
CCCNC(=O)Cn1cnc2sc(C(=O)NCCCN3CCOCC3)c(C)c2c1=O
→ 6.2	-1.5	i	-7.8	-0.8	1.0	4.7	1.9	-3.3
CC(C)c1cc(NCc2ccccn2)n2c(nc3ccccc32)c1C#N
→ -2.0	-3.0	·	7.3	7.0	4.2	-0.4	-8.5	-8.8
COCCNC(=O)CN1CCN(Cc2cccc(Cl)c2)C1=O
→ 4.8	-0.8	i	-8.3	-9.7	2.3	-4.4	-1.1	-1.7
CCOc1ccc(S(=O)(=O)Nc2cccc(C(=O)N3CCN(c4ccccn4)CC3)c2)cc1
→ 12.4	-0.3	i	12.3	-2.1	17.2	-4.5	-1.2	-1.5
N#Cc1nc(-c2ccccc2F)oc1N1CCN(C(=O)c2ccco2)CC1
→ -13.6	-3.6	·	-5.3	-1.7	-2.4	2.8	-1.1	2.6
COc1ccc(-n2c(SC(CN3CCCCC3)CN3CCCC3=O)nc3ccccc3c2=O)cc1 (configuration not stated)
→ 3.4	0.9	i	-2.0	-5.5	18.9	4.5	9.8	-6.5
COc1ccc(NC(=O)CN2CCN(C3c4ccccc4-c4ccccc43)CC2)c(OC)c1
→ 19.4	-5.2	i	10.3	-3.8	-3.8	-5.0	-3.6	-2.9
O=C(Cc1ccccc1)NNC(=O)c1ccc(NC(=O)c2ccccc2)cc1
→ 0.0	-0.9	i	-0.2	1.8	6.6	7.1	0.5	-1.1
COc1cccc(-c2cnc3c(NC=O)cc(-c4ccc(S(C)(=O)=O)cc4)cn23)c1
→ -8.1	-1.3	i	55.4*	-8.0	-24.6	-11.4	-2.3	-2.0
NS(=O)(=O)c1ccc(CCNC(=O)c2cccc(OC(F)F)c2)cc1
→ -8.8	-2.0	i	-2.9	5.0	5.8	-7.3	-3.7	-3.4
C=CCn1cnc2c(c1=O)c1nc3ccccc3nc1n2/N=C/c1cccc(OC)c1OC
→ 21.0	-0.5	i	-0.7	-1.1	-5.8	1.2	-2.4	-1.9

Record cards (already shown). Screens in order: SKN-1 block, Rin1-Abl PPI inh, Neddylation inh, FAS-TE inh, eLon inh, MLLE-PAM2 inh, NRP1-CendR mod, MT1-MMP act inh, bovine MsrA act
Results for `CC(/C=N/n1c(-c2ccccc2)n[nH]c1=S)=C\c1ccco1` : 6.3, -4.0, i, -2.8, -10.4, 0.6, -35.7, 1.5, -10.8
Results for `COc1ccc(-n2c(SC(CN3CCCCC3)CN3CCCC3=O)nc3ccccc3c2=O)cc1` (configuration not stated) : 3.4, 0.9, i, -2.0, -5.5, 18.9, 4.5, 9.8, -6.5
